Assay outcomes as filed in PubChem BioAssay.
K1F lysis inhibition = inhibition of K1F phage lysis, E. coli UTI89, bacterial capsule biogenesis inhibitors, alamar blue (AID 488966); E. coli UTI89 K1F phage lysis, alamar blue, 2 h; higher % means a stronger effect; inhibition, % at 100 µM; hits with a dose series show IC50 in µM; 0.02% of 340,000 active;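 active = phage lysis inhibition, versus mean bacterial control, above a set limit; inconclusive = no clear call, values can overlap the other calls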;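 also: capsule biogenesis inhibitors block K1F phage lysis so surviving cells raise fluorescence; higher fluorescence means more inhibition of phage lysis; actives were called in the ten point dose series up to 300 µM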
SV40 large T antigen = SV40 large T antigen inhibitors, biochemical (AID 1903); SV40 large T antigen ATPase/helicase inhibition assay; higher % means a stronger effect; 0.39% of 310,000 active; inhibition, % at 20 µM; hits with a dose series show IC50 in µM; in the data active = a potency from the dose series; inconclusive = inhibition mostly from about 32% at the one dose, without a potency; inactive = the rest, 99 in 100 with inhibition below about 32%; also: strong numbers were not always called active
Salmonella PhoP GFP = inhibitors of PhoP regulon expression, primary screen, Salmonella Typhimurium, GFP reporter (AID 1863). S. Typhimurium PhoP-regulated promoter GFP reporter, 4 h; higher % means a stronger effect. inhibition, % at 50 µM; hits with a dose series show IC50 in µM. 0.16% of 300,000 active;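 active = inhibition over 29.93%, a cutoff 3 SD above the screen mean, later confirmed by dose response; inconclusive = inhibition over 29.93% but no dose response follow-up; inactive = inhibition at most 29.93% or unconfirmed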;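 also: 0% = low Mg2+ inducing control and 100% = high Mg2+ repressing control; strong numbers were not always called active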
RSV CPE inhibition = RSV antiviral activity via CPE protection, HEp-2 cells, primary 10 µM value included (AID 2391) | HEp-2 cells, RSV-induced CPE inhibition; higher % means a stronger effect | one-dose CPE inhibition, % at 10 µM; IC50 in µM for titrated hits | 0.13% of 310,000 active; in the data active = a potency from the dose series; inconclusive = CPE inhibition mostly from about 23% at the one dose, without a potency; inactive = the rest, 99 in 100 with CPE inhibition below about 21%; also: strong numbers were not always called active
T cell modulator = modulators of CD8 T cell-vesicle binding, primary screen, mouse 2C CD8+ T cells, flow cytometry | calls only at 7 µM | 2C CD8+ T cell-vesicle binding; hits give low values | AID 2052, 2009 | 0.068% of 330,000 active;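 active = response, share of CD8 T cells binding vesicles, and their 90th percentile fluorescence all below set limits, cut at about 80% in these data, passing the limit was not always enough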
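Material: 2C TCR transgenic mouse naive CD8+ T cells, MACS-purified. Also added: QL9-charged Drosophila Ld/ICAM-1/B7-1 vesicles. Timing: binding 1.5 h at 37 °C. Measured by: high-throughput flow cytometry with anti-B7-1 and anti-CD8 staining. Read-out: percent CD8+ FL2 mean versus row control. Controls: Unloaded micro-vesicles (low), QL9 vesicles with 0.7% DMSO (high).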
TNAP activators = human TNAP enzyme activators, primary screen, biochemical, luminescent, no phosphate acceptor, uHTS (AID 1001). Alkaline phosphatase, tissue-nonspecific isozyme (Homo sapiens). purified TNAP, luminescent activation assay, no phosphate acceptor; higher activation fold means a stronger effect. activation fold at 20 µM; hits with a dose series show EC50 in µM. 0.03% of 200,000 active; in the data active = activation fold from about 3, or a potency from the dose series; inactive = the rest, 99 in 100 with activation fold below about 1.6; also: many of its hits are not listed in these tables
NTR1 ag = agonists of NTR1, primary screen, imaging, U2OS cells, beta-arrestin-GFP, high content (AID 493036); activation, % at 20 µM; Neurotensin receptor type 1 (Homo sapiens), P30989; 0.17% of 330,000 active; NTR1-U2OS beta-arrestin-GFP spot imaging, agonist mode;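 active = activation at or above 40% of the spot to cytoplasm intensity ratio, with at least 20 cells analyzed; inconclusive = wells under 20 cells, flagged as cytotoxic or low count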;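 also: 0% = DMSO without peptide and 100% = 100 nM NTR1 peptide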
Target sequence (P30989 whole entry, looked up): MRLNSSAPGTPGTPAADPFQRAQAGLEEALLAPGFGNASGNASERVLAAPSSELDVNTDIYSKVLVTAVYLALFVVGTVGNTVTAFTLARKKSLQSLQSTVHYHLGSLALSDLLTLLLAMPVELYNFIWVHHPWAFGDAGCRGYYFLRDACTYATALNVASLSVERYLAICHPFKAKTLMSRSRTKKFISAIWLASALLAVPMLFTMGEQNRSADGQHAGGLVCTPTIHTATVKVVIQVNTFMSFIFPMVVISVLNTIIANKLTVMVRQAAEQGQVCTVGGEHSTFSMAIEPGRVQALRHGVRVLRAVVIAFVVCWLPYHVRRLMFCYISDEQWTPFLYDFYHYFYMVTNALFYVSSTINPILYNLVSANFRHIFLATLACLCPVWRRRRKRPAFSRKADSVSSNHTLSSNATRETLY
MgcRacGAP inhibition = MgcRacGAP GTPase-activating activity inhibitors, confirmation, biochemical, ADP Hunter fluorescence | one-dose inhibition, % at 30 µM; IC50 in µM for titrated hits | 0.6% of 340,000 active | AID 624330, 2012 | MgcRacGAP-stimulated Rac1 GTP hydrolysis, ADP Hunter fluorescence; higher % means a stronger effect; GST-tagged Rac1 F28L mutant substrate | Rac GTPase-activating protein 1 (Homo sapiens);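 active = first-screen hits whose inhibition reached a set limit at any dose in the follow-up dose series; inconclusive = inhibition above the set first-screen limit but never retested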;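 also: fluorescence reports GDP produced by GAP-driven GTP hydrolysis; strong numbers were not always called active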
Myeloid diff MLP = induction of myeloid progenitor differentiation, primary screen, cell-based, flow cytometry, MLPCN library | 1% of 360,000 active | ER-HoxA9 myeloid progenitors, lysozyme-GFP differentiation | calls only at 10 µM;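 active = normalized GFP-positive differentiation at or above the plate's own cutoff, the solvent-only control mean plus 3 SD; inconclusive = no clear call, values can overlap the other calls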;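 also: cells exposed to compound for four days before flow analysis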
T cell modulator vesicle-bound % = second read-out of T cell modulator, no call of its own (marks repeat the call); double positive events, %; measured here: CD8+ vesicle-bound cell fraction;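 binding gate set so that unloaded-vesicle control wells show 10% double positive cells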
NTR1 ag cell count 20 µM = second read-out of NTR1 ag, no call of its own (marks repeat the call); cell count; measured here: cell count, cytotoxicity flag
Myeloid diff MLP GFP+ MAC1+ % = second read-out of Myeloid diff MLP, no call of its own (marks repeat the call); GFP+ MAC1+ double positive, %; measured here: differentiation confirmed by MAC1 staining
* = called active by the depositor; i = inactive; u = inconclusive; x = no result given; + = active, no number; [ ] = remark or other dose.

Value order – NTR1 ag, K1F lysis inhibition, T cell modulator vesicle-bound %, Myeloid diff MLP, NTR1 ag cell count 20 µM, MgcRacGAP inhibition, RSV CPE inhibition, Myeloid diff MLP GFP+ MAC1+ %, TNAP activators, SV40 large T antigen, Salmonella PhoP GFP, T cell modulator
CCCCn1c(NC(=O)c2ccc(F)cc2)c(C#N)c2nc3ccccc3nc21
  -0.7, x, 29, x, 48, x, 11%, x, x, 14%, x, i
Cc1ccc(C(=O)/C=C/c2ccc3c(c2)OCCO3)c(O)c1
  7.0, 0.0%, 12, i, 54, 1%, 1.8%, 0.5, x, 9%, 5%, i
CCN(c1ccc(OC)cc1)S(=O)(=O)c1nnc(NC(=O)COc2ccc(C)cc2)s1
  3.0, 0.1%, 42, i, 55, x, 0.4%, 0.6, x, 4%, 9%, i
CCN(CC)C(=O)N1CCC(NC(=O)Cc2ccccc2)CC1
  0.2, -0.2%, 38, i, 82, 4%, 0.8%, 0.9, 1, -2%, -6%, i
Cc1ccc(CCNC(=O)CCNS(=O)(=O)c2ccc3c(c2)oc(=O)n3C)cc1
  -1.0, 8.5%, 16, i, 85, -1%, -0.5%, 2.7, 1.1, 8%, 3%, i
O=C(Nc1ccccc1C(=O)N1CCOCC1)C1CC(=O)N(c2ccc(F)cc2)C1 (centres undefined)
  0.0, 0.2%, 9, i, 59, 8%, 1.8%, 0.7, x, 12%, -4%, i
CCOCCOC(=O)c1cccc2c1-c1ccccc1C2=O
  -0.3, 0.0%, 43, i, 91, 7%, 3.2%, 0.6, x, 22%, 0%, i
Oc1ccc(NCc2cccc(OCc3ccccc3)c2)cc1
  0.3, -0.1%, 51, i, 43, 10%, -0.5%, 0.5, 1, 22%, 6%, i
COc1ccc2cc(CCNS(=O)(=O)c3c(C)cc(C)cc3C)c(=O)[nH]c2c1
  0.5, -0.5%, 20, i, 49, -2%, 3.6%, 0.6, x, 4%, 5%, i
COCCNC(=O)c1onc(CSc2ccccc2F)c1C(=O)O
  -2.5, 2.9%, 14, i, 91, 8%, -1.2%, 1.4, 1.1, 1%, -3%, i
O=C(NCCc1ccc(Cl)cc1)c1cccc(NC2=NC3CS(=O)(=O)CC3S2)c1 (centres undefined)
  -1.2, -2.7%, 30, i, 60, 11%, 2.4%, 1.8, x, 6%, x, i
O=C(CCN1C(=O)/C(=C/c2ccccc2Cl)SC1=S)NN1CCOCC1
  3.3, 0.0%, 18, i, 60, 5%, 0.5%, 0.0, x, 6%, -9%, i
O=C(Nc1ccc(Cl)cc1)NN1CC(=O)N(c2cccc(C(F)(F)F)c2)CC1=O
  -0.2, -1.6%, 47, i, 40, 5%, -1.0%, 0.3, x, 25%, 1%, i
COc1cc(/C=C(\C#N)C(=O)N2CCCCC2)ccc1O
  0.0, 0.0%, 61, i, 63, u, 7.4%, 0.2, x, 13µM*, -4%, i
CCOCCOCCC(C(=O)O)P(=O)(c1ccccc1)c1ccccc1 (centres undefined)
  -1.1, 0.1%, 13, i, 96, 1%, 0.4%, 0.6, 1.1, 6%, 0%, i
CCc1[nH]nc(C(=O)N2CCCC(N3CCN(c4ccccc4C)CC3)C2)c1C (centres undefined)
  -0.5, -0.2%, 15, i, 90, 8%, -0.9%, 0.2, x, 5%, 6%, i
FC(F)(F)c1ccccc1NC(=S)Nc1cccc2cnccc12
  x, 0.3%, x, i, x, 11%, x, 0.5, 1.1, 26%, -5%, x
OCC[C@H]1C[C@@H](O)[C@H](O)[C@@]2(CCCc3ccccc3O2)O1
  2.3, 0.5%, x, i, 100, 7%, 0.7%, 0.9, x, 9%, x, x
COc1ccc(-c2noc(CCC(=O)NCCc3cccc(C)c3)n2)cc1
  0.9, -0.2%, 58, i, 62, -11%, 6.7%, 0.1, 1.1, 9%, 10%, i
CC1(C)Cc2nc3sc4c(SCC(=O)NCc5ccccc5)ncnc4c3cc2CO1
  2.6, 0.8%, 29, +, 76, 5%, -0.2%, 1.4*, 1.2, 17%, 5%, i
O=C(NC1=NCCS1)c1ccc(Cl)c(S(=O)(=O)N2CCCCCC2)c1
  0.0, -0.7%, 29, i, 48, 5%, 9.9%, 0.4, 0.9, 0%, -6%, i
CC(/C=C/c1ccccc1)=N\NC(=O)Cn1nc(C)cc1C
  0.3, 1.6%[50 µM], 6, i, 71, 4%, 3.5%, 0.9, 1.1, 1%, 3%, i
CCOC(=O)c1ccc(N2C(=O)Cc3ccccc3C2=O)cc1
  1.1, -0.1%, 16, i, 49, 11%, 1.6%, 0.4, x, 12%, 3%, i
CCOc1ccccc1OCC(=O)OCC(=O)Nc1ncc(Cl)cc1Cl
  -0.4, 0.0%, 43, i, 35, 1%, 1.4%, 0.8, 1, 3%, -1%, i
Cc1ccc(C(O)Cn2nc(C)cc2C)cc1 (centres undefined)
  4.4, -1.1%, 41, i, 91, 5%, 2.0%, 0.7, x, 18%, x, i
Cc1[nH]nc2ncc(C(=O)c3cc(F)ccc3O)cc12
  -0.6, 0.7%, 52, i, 44, 16%, -4.0%, 0.8, 1.1, -3%, -8%, i
NC(=O)CC(NC(=O)c1ccccc1)c1ccc(NC2CCC2)c([N+](=O)[O-])c1 (centres undefined)
  -0.3, 1.9%, 10, i, 82, 4%, 0.6%, 1.3, x, -2%, 2%, i
Cc1ccccc1NC(=O)c1cccc(S(=O)(=O)N2CCCCC2)c1
  -1.7, -0.2%, 13, i, 40, 4%, 1.4%, 0.6, x, 6%, 4%, i
C/C(Cn1cnc([N+](=O)[O-])n1)=N\NC(=O)c1ccccc1
  -2.4, 0.6%, 62, i, 86, 5%, 2.9%, 0.9, 1.1, 4%, -8%, i
O=C(NCc1ccco1)c1cccc2c1C(=O)c1ccc(/C=C/c3ccccc3)cc1S2(=O)=O
  3.5, 1.2%, 29, i, 45, 10%, x, 1.6, x, x, x, i
O=[N+]([O-])c1cc(Br)c(O)c(/C=N/Nc2nnnn2-c2cccc3ccccc23)c1
  2.8, 0.6%, 39, i, 71, 6%, 5.3%, 1.3, 0.8, 19%, 13%, i
COc1ccc(-n2cnnc2SCC(=O)Nc2cc(C(C)(C)C)nn2-c2ccccc2)cc1
  0.0, 0.5%, 39, i, 50, 7%, 0.5%, 1.1, 1.1, 17%, 0%, i
CC(=O)OC[C@H]1O[C@@H](O[C@H]2C[C@]3(C)C(C[C@@H](O)C4C([C@]5(C)CC[C@@H](C(C)(C)O)O5)CC[C@]43C)[C@@]3(C)CC[C@H](O)C(C)(C)C23)[C@H](O[C@@H]2O[C@@H](C)[C@H](O)[C@@H](O)[C@H]2O)[C@@H](O)[C@@H]1O (some centres undefined)
  -3.1, 3.9%, 15, i, 49, 7%, x, 0.6, x, x, x, i
CCOc1ccc(N2C(=O)CNC2=S)cc1
  -0.3, u, 51, i, 77, -9%, -0.3%, 1.1, 1.4, 8%, -2%, i
CC1CCCCN1C(=O)C12CCC(C)(/C(=N/O)C1)C2(C)C (centres undefined)
  1.2, 0.1%, 48, i, 73, 5%, 0.8%, 1.6, 1.1, 2%, u, i
Cc1ccc(S(=O)(=O)N2CCCCC2C)cc1[N+](=O)[O-] (centres undefined)
  2.1, 0.2%, 60, i, 55, 12%, 3.0%, 1.0, x, 22%, 7%, i
O=C(NCc1ccc2c(c1)OCO2)c1ccc(Cl)s1
  0.8, 0.3%, 0.0*, i, 62, 6%, 3.8%, 0.1, 1, 9%, -6%, +
Cc1ccccc1N(C(=O)Cc1cccs1)C(C(=O)NCC1CCCO1)c1cccnc1 (centres undefined)
  -0.8, 2.4%, 60, i, 55, 2%, 0.6%, 1.9, 1, 8%, 7%, i
COc1ccc(C2C(C(=O)c3ccco3)=C(O)C(=O)N2c2nnc(C)s2)cc1OC (centres undefined)
  -0.6, 0.2%, 57, i, 47, 9%, 0.8%, 1.0, x, 23%, 3%, i
Cc1cccc(C(=O)NNC(=O)c2ccccc2C)c1
  -2.0, -0.3%, 56, i, 87, -1%, 1.3%, 0.5, 1.3, 10%, -7%, i
CCCOC(=O)Nc1cccc(C(C)=O)c1
  1.2, -2.2%, 57, i, 70, 4%, 0.4%, 0.5, 1, 8%, 5%, i
COc1ccc(CC(=O)Nc2cc(C)ccn2)cc1OC
  0.3, -0.5%, 53, i, 47, 4%, 1.1%, 0.4, x, 16%, x, i
COc1cc(OC)cc(C(=O)O/N=C(\N)c2ccncc2)c1
  -1.1, 1.6%[50 µM], 25, i, 66, 11%, 1.1%, 1.2, 1.1, 4%, -1%, i
COc1cccc(-c2[nH]nc3c2C(c2ccoc2)C(C#N)=C(N)O3)c1 (centres undefined)
  3.9, -0.5%, 44, i, 78, -6%, -1.2%, 2.2, 1, 21%, 0%, i
Cc1cc(Nc2ccc([N+](=O)[O-])cc2)nc2ccccc12
  0.1, 0.4%, 43, i, 83, 11%, 15%, 0.1, 0.9, 1%, 8%, i
O=C(O)c1ccc(NC(=S)NC(=O)c2ccc(-c3ccc(Br)cc3)o2)cc1
  x, 0.2%[50 µM], 2, i, x, 14%, 11%, 0.9, x, 13%, -4%, i
COc1cccc(/C=N/NC(=O)CNC(=O)COc2ccccc2)c1O
  30, -0.2%, 41, i, 55, 9%, -0.6%, 0.1, x, 18%, 6%, i
O=C(CSCc1c(Cl)cccc1Cl)NN=C1CCCC1
  1.3, 0.0%, 58, i, 65, -1%, 1.1%, 0.2, 1.1, 5%, 3%, i
CCc1ccc(NC(=O)Cc2ccc(OC)cc2)cc1
  2.5, x, 4, x, 65, x, 2.5%, x, 1.1, 0%, 12%, i
CC(=O)c1ccc(OCCCC(=O)Nc2cc(Cl)ccc2-n2cncn2)cc1
  0.1, 1.3%[50 µM], 26, i, 54, 6%, 0.6%, 1.4, x, 10%, 8%, i
COc1ccc(-n2nc(C(=O)NCC(=O)N3CCOCC3)c3ccccc3c2=O)cc1OC
  1.2, 0.1%, 32, i, 55, 6%, 0.6%, 1.0, x, 4%, 0%, i
